Screening results as filed in PubChem BioAssay.
Granule exo inh: LAMP-1 surface exposure blockers, TALL-104 cells – cell-based, flow cytometry, MLPCN library, primary screen; 360,000 tested, 0.66% active; inhibition, % at 10 µM; TALL-104 LAMP-1 surface exposure; cells stimulated with thapsigargin and PMA;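 active = inhibition above about 55%, limit read from the data; inconclusive = no clear call, values can overlap the other calls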
m5-HT2A agonist: mouse Htr2a agonists via beta-arrestin recruitment, primary screen, cell-based, luminescence; activation, % at 7.6 µM; CHO-K1 mHTR2A beta-arrestin complementation; percent of 30 µM serotonin response; 5-hydroxytryptamine receptor 2A (Mus musculus), P35363; 360,000 tested, 0.66% active;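 active = activation above a run cutoff, the mean activation of all tested compounds plus 3 SD, cut at about 14% in these data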;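 note: 0% = plate median of compound wells and 100% = 30 µM serotonin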
aDG glyco act: activators of alpha-DG glycosylation, primary screen, uHTS, Pro5-aDG cells, AlphaScreen; alpha-DG glycosylation AlphaScreen (IIH6); 0% Pro5, 100% B10-LARGE cell signal; activation, % at 10 µM; 360,000 tested, 0.22% active; AID 624168, 2012;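 active = activation of at least 8% versus controls, or a plate z-score of at least 8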;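 note: Pro5 are CHO cells carrying HIG-tagged alpha-DG that lacks glycosylation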
PDI turbidity: inhibitors of human PDI, primary screen, biochemical, turbidity, single point, plate reader | PDI insulin aggregation turbidity, A650, 90 min | inhibition, % at 10 µM | 350,000 tested, 0.052% active | AID 588391, 2011;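 active = mean inhibition across replicates of 30% or more, whatever share of single replicates reach that level; inconclusive = mean inhibition below 30% while every single replicate reaches 30%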;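 note: absorbance from insulin aggregation driven by PDI reduction with DTT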
Glyco luc inh: increase of ERlucT glycosylation luciferase signal, primary screen, N-linked glycosylation inhibitor project, D54 ERlucT cells, luminescence, set 2. D54 ERlucT glycosylation luciferase reporter, 24 h; percent of 100 nM tunicamycin response. reporter increase, % at 12.5 µM. 360,000 tested, 0.23% active. AID 588692, 2011;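 active = mean luciferase reporter signal, scaled so untreated is 0 and the glycosylation-blocking control 100, at or above a set limit in every replicate; inconclusive = mean reaches the limit but not every replicate does; inactive = mean below the limit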;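 note: luciferase carries N-glycosylation sites so blocking glycosylation raises the light; 0% = median of neutral control wells and 100% = median of 100 nM tunicamycin wells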
Vif inh: HIV Vif self-association inhibitors, primary screen, imaging, HEK293T, single point; HEK293T cells, Vif self-association by quenched fluorescence, 24 h; inhibition, % at 7.49 µM; 340,000 tested, 0.35% active; in the data active = inhibition above about 50%, passing the limit was not always enough; inconclusive = no clear call, values can overlap the other calls; inactive = below about 31%; note: some results filed as inactive read as strong as hits
iPSC survival up: enhancers of single-cell hiPSC survival, primary screen, ATPlite luminescence; 100% = ROCK inhibitor wells, 0% = DMSO; survival enhancement, % at 20 µM; 360,000 tested, 0.044% active; in the data active = survival enhancement above about 18%;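 note: cells exposed to compounds for 16 hours before the ATP read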
CaV13 FRET inh: Disruptors of the CACNA1D IQ motif to Ca2+-dependent inactivation inhibitor domain association, primary screening, Förster resonance energy transfer in intact living …. HEK cells, CFP/YFP FRET ICDI-IQ, plate reader, 10 min; percent FRET-ratio fall versus neutral wells. inhibition, % at 12.3 µM. 340,000 tested, 0.098% active;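 active = mean replicate inhibition of at least 30% and at least 1% of replicates passing that level; inconclusive = only one of the two criteria is met; inactive = neither criterion is met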;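 note: 0% = median of the neutral control wells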
ABCB6 inh MLPCN: ABCB6 transporter inhibitors, primary screen, K562-ABCB6 cells, flow cytometry, MLPCN library; K562-ABCB6 porphyrin accumulation, 1 h; hits give low values; fluorescence ratio to DMSO, % at 10 µM; 360,000 tested, 0.19% active;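 active = fluorescence ratio to DMSO below 75%, the collection mean minus 3 SD; inconclusive = too few cells collected in the well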;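 note: signal is porphyrin accumulated inside mitochondria; 100% equals median channel fluorescence of DMSO control wells; lower ratio means ABCB6 inhibition with less porphyrin fluorescence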
Target sequence (Q9NP58 whole entry, looked up): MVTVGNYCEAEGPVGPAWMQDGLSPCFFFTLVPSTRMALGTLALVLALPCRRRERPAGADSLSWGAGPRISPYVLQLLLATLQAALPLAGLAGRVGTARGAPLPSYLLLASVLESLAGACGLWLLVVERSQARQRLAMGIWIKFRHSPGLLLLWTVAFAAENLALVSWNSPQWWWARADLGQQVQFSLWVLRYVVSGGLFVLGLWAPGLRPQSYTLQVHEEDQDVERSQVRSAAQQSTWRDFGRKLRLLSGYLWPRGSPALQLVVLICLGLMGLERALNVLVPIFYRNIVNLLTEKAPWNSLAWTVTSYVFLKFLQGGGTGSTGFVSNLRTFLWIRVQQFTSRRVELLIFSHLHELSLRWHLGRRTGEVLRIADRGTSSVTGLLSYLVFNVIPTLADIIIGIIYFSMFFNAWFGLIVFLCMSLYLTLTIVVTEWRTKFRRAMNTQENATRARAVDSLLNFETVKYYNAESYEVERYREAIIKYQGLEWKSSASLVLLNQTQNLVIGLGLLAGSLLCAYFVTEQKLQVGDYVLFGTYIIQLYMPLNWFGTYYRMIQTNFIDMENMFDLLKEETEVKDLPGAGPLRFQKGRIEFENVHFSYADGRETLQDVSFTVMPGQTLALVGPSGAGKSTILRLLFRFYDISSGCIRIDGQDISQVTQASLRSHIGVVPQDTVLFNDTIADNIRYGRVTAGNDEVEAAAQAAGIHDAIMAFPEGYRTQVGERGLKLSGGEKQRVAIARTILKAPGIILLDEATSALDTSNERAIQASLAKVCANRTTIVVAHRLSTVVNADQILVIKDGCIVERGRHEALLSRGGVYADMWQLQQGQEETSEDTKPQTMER
Cardio protect: cardioprotection against H2O2-induced cell death, primary screen, uHTS, H9c2 cells, ATPLite luminescence | H9c2 cardiomyocytes, H2O2 injury protection, 2 h | protection from H2O2 cell death, % at 20 µM | 360,000 tested, 0.63% active;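 active = compounds giving at least 50% protection of heart cells from peroxide-induced death in the single-dose screen, raw or plate-pattern-corrected value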;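 note: 0% = DMSO wells with peroxide and 100% = DMSO wells without peroxide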
Active calls of the source: *; ? = inconclusive; · = not tested or not shown.

Start of the data: the first 5 compounds as a preview:
SMILES	Granule exo inh	m5-HT2A agonist	aDG glyco act	PDI turbidity	Glyco luc inh	Vif inh	iPSC survival up	CaV13 FRET inh	ABCB6 inh MLPCN	Cardio protect
CCc1cccc(CC)c1NC(=S)NCCc1ccc(O)c(O)c1	-1	3	0.8	2	-5	9	-4.5	6	98	18
COc1ccc(F)c(CN2CCC(n3nccc3NC(=O)C3CCOC3)CC2)c1 (centres undefined)	-2	5	-0.3	-1	2	-4	-0.5	-10	98	-2
CCn1c(SCC(=O)NC2CCCc3ccccc32)nnc1-c1cccs1 (centres undefined)	-3	-2	-0.1	5	0	·	-2.4	·	184	11
N#C/C(=C\c1ccc(OCc2ccc(F)cc2)cc1)C(=O)Nc1cccc(C(=O)O)c1	-4	0	0.2	16	-3	9	-0.6	-1	105	-9
COc1ccc([C@H]2/C=C\CN(S(=O)(=O)c3ccc(C)cc3)[C@@H](C)C(=O)N2Cc2ccc(F)cc2)cc1	8	3	-0.1	1	-4	2	-1.9	-11	101	-9

The whole of this part, from the first entry:
SMILES	Granule exo inh	m5-HT2A agonist	aDG glyco act	PDI turbidity	Glyco luc inh	Vif inh	iPSC survival up	CaV13 FRET inh	ABCB6 inh MLPCN	Cardio protect
CCc1cccc(CC)c1NC(=S)NCCc1ccc(O)c(O)c1	-1	3	0.8	2	-5	9	-4.5	6	98	18
COc1ccc(F)c(CN2CCC(n3nccc3NC(=O)C3CCOC3)CC2)c1 (centres undefined)	-2	5	-0.3	-1	2	-4	-0.5	-10	98	-2
CCn1c(SCC(=O)NC2CCCc3ccccc32)nnc1-c1cccs1 (centres undefined)	-3	-2	-0.1	5	0	·	-2.4	·	184	11
N#C/C(=C\c1ccc(OCc2ccc(F)cc2)cc1)C(=O)Nc1cccc(C(=O)O)c1	-4	0	0.2	16	-3	9	-0.6	-1	105	-9
COc1ccc([C@H]2/C=C\CN(S(=O)(=O)c3ccc(C)cc3)[C@@H](C)C(=O)N2Cc2ccc(F)cc2)cc1	8	3	-0.1	1	-4	2	-1.9	-11	101	-9
Cc1ccc(/C=C/C(=O)Nc2cc(S(N)(=O)=O)ccc2O)cc1	-6	-4	0.4	-3	-2	3	-0.5	-7	97	-8
O=C(NCC1CCCN1S(=O)(=O)c1cccs1)C(=O)Nc1ccc(F)cc1 (centres undefined)	-3	-9	0.0	2	-1	-3	0.6	-5	99	-2
Cc1ccccc1NC(=O)c1cccc(N2C(=O)C3C4CCC(C4)C3C2=O)c1 (centres undefined)	3	1	0.2	0	5	0	1.4	-4	102	-1
O=C(O)c1cccc2c1C(=O)N(c1ccccc1)C2	7	4	-0.2	0	1	18	-0.5	-6	101	9
CN1CCN(CCCCC(=O)c2ccccc2)CC1	6	1	0.0	-4	1	11	-1.8	-3	96	4
C=CCN(c1ccccc1OC)S(=O)(=O)c1cccc(C(=O)NCc2cccs2)c1	4	-6	0.9	-4	-5	-11	0.7	-6	99	-9
Cn1c(SCc2ccccn2)nnc1-c1cnccn1	0	-2	0.1	4	2	0	2.9	-6	109	7
c1ccc(CSc2nnc(Cc3ccccn3)o2)cc1	-3	-3	-0.1	-3	-1	1	-0.4	-4	97	-8
C#CCOc1ccc2ccccc2c1/C=C(/C#N)c1ccc(C(=O)O)cc1	-10	3	0.0	-6	2	-5	-0.1	-5	103	-1
C/C(=N\NC(=O)c1ccc(NS(=O)(=O)c2cccs2)cc1)c1ccccc1	-10	7	-0.3	-1	3	-13	3.5	-3	101	8
Cc1ccccc1NC(=S)Nc1ccccc1	-9	0	-0.2	3	2	-3	-0.6	-3	95	1
CCOc1ccc(CNC(=O)CCn2c(=O)oc3ccccc32)cc1	-6	-3	0.0	-2	1	-6	3.0	-6	97	-6
CCCCN(C(=O)C1=COCCO1)c1c(N)n(CCC)c(=O)[nH]c1=O	-4	-8	0.1	-3	0	4	-0.2	-5	97	4
Cc1ccc(S(=O)(=O)CC(=O)Nc2ccc(Cl)cn2)cc1	0	3	-0.2	0	3	-2	-0.4	·	98	1
O=C(NCCCN1CCOCC1)c1cc2c(s1)-c1ccccc1OC2	28	-7	0.0	2	0	-7	0.4	-2	94	8
Nc1nnnn1-c1cccc([N+](=O)[O-])c1	2	12	0.0	-2	0	-3	-2.0	-5	94	0
COc1ccc(S(=O)(=O)NCCN2CCOCC2)cc1Br	-6	-5	-0.1	-1	1	11	-0.6	7	103	1
CCOC(=O)[C@]12CCCC=C1N(CCC1=CCCCC1)C(=O)[C@H](CC(=O)N1CCC(c3ccccc3)CC1)C2	-7	-4	-0.1	·	·	·	·	-3	·	·
O=C(Nc1ccc(O)c(-c2nc3ccccc3o2)c1)C1(c2ccc(Cl)cc2)CCCC1	-7	2	-0.1	-4	-9	1	-1.6	-5	96	4
CCNc1oc(/C=C/c2ccc(OCC)cc2)nc1C#N	3	-1	0.2	-6	18	-5	0.2	-2	95	-12
CC(C(=O)N1CCCC1)N1CCN(c2ccccc2O)CC1 (centres undefined)	0	-2	-0.2	2	0	-2	-0.1	-4	96	10
COCCNC(=O)/C(C#N)=C/c1ccc2c(c1)OCO2	5	-2	0.1	-3	3	0	3.7	-2	100	4
Cc1cccc(OCCC(=O)NCC(=O)Nc2cccc(C)c2C)c1	6	2	0.0	-12	5	9	1.0	16	100	-1
COc1ccc(-c2cnc3nc(/N=C/N(C)C)nn3c2/N=C/N(C)C)cc1	-2	1	0.0	6	-1	-4	1.2	-5	103	-7
CC(=O)Nc1sc(C)c(C)c1C(=O)OCC(=O)Nc1ccc(S(N)(=O)=O)cc1	-14	5	-0.1	-1	0	21	-0.3	-6	104	1

The final 2 records of the section before open the next one:
SMILES	Granule exo inh	m5-HT2A agonist	aDG glyco act	PDI turbidity	Glyco luc inh	Vif inh	iPSC survival up	CaV13 FRET inh	ABCB6 inh MLPCN	Cardio protect
COc1ccc(-c2cnc3nc(/N=C/N(C)C)nn3c2/N=C/N(C)C)cc1	-2	1	0.0	6	-1	-4	1.2	-5	103	-7
CC(=O)Nc1sc(C)c(C)c1C(=O)OCC(=O)Nc1ccc(S(N)(=O)=O)cc1	-14	5	-0.1	-1	0	21	-0.3	-6	104	1
O=[N+]([O-])c1cc2c(c(CSc3ncccn3)c1)OCOC2	-2	5	0.2	2	-2	0	0.4	-1	85	16
CC1CC(C)CN(CCCNC(=O)CN2C(=O)CSc3ccc(S(=O)(=O)N4CCCCC4)cc32)C1 (centres undefined)	-3	-4	0.1	2	-1	?	0.0	-2	97	2
O=C(c1ccc(CN2CCc3ccccc3C2)cc1)N1CCc2ccccc2C1	0	-1	-0.1	1	3	3	-0.6	-1	99	-7
C/C(=N\NC(=O)CNc1ccccc1Cl)C(C)(C)C	-1	0	-0.2	6	0	1	0.2	-4	96	0
O=C(Cn1ccc2cc(S(=O)(=O)N3CCCC3)ccc21)NCc1ccccc1	-5	1	-0.1	2	1	-2	0.0	-3	98	1
Cc1ccc2cc(CCNC(=O)c3ccc(S(=O)(=O)N4CCOCC4)cc3)c(=O)[nH]c2c1	-25	0	-0.2	-1	-2	4	0.1	-3	98	2
COc1ccc(S(=O)(=O)N2CCCCCC2)cc1Br	-6	0	-0.1	-5	-2	-2	-0.6	0	94	-5
CCN1CCN(C(c2ccccc2)c2sc3nc(C)nn3c2O)CC1 (centres undefined)	3	0	-0.2	·	0	5	1.1	-9	103	-5
CCOc1ccc(NC(=O)c2cc(F)c(F)cc2Cl)cc1OCC	2	4	-0.4	12	2	9	-0.4	-2	98	2
Cc1nn(CCO)c2c1C(=O)CCC2	-1	-1	-0.2	9	0	-4	-0.6	-1	101	8
Oc1cccc(C(=S)N2CCC(Cc3ccccc3)CC2)c1	-4	-4	0.0	-1	1	5	-0.3	-3	96	-4
CCOC(=O)C1(CCCc2ccccc2)CCN(C(=O)CN2C(=O)CSC2=O)CC1	-2	0	-0.1	3	-2	-3	-0.7	·	95	-4
O=C1CCCC2=C1C(c1ccccc1)C1C(=O)c3ccccc3C1=N2 (centres undefined)	4	-6	0.0	3	4	-2	0.8	-12	91	6
COc1ccc(Cl)cc1S(=O)(=O)n1ccnc1	-16	7	0.0	-4	2	-3	0.4	-6	107	6
O=[N+]([O-])c1ccc(CSc2nnc(-c3cccnc3)o2)cc1	-1	0	-0.1	8	-2	28	0.7	-3	97	3
O=c1c(Cl)c(N/N=C/c2ccc(Cl)cc2)cnn1-c1ccccc1	3	0	0.1	11	-4	0	0.1	-4	99	-19
Cc1ccc2c(cnn2C(=O)CCCC(=O)NCc2ccc(Cl)cc2)c1	6	1	0.2	·	1	·	7.1	-6	100	-11
Cc1ccccc1C(=O)NNC(=O)C1CCCN(c2ncccn2)C1 (centres undefined)	-4	3	0.2	1	0	5	-1.0	-5	102	0
Cc1noc(C)c1COc1ccc(C(=O)OCC(=O)Nc2ccc(S(N)(=O)=O)cc2)cc1	-4	7	-0.2	-3	0	11	-0.4	-2	96	-7
Cc1ccc(C23CC4CC(CC(C(N)=O)(C4)C2)C3)cc1	2	2	-0.1	2	2	0	-0.7	-3	101	3
O=S(=O)(c1cccc2ccccc12)N1CCSC1	-1	7	0.1	-1	0	-6	-2.4	·	99	-5
COC(=O)c1c(NC(=O)COC(=O)[C@@H](NS(=O)(=O)c2ccccc2)C(C)C)sc2c1CCC2	3	2	-0.3	2	2	-1	2.2	-5	99	-4
CCOc1ccc(S(=O)(=O)NC(C)(C)C)cc1-c1nc2c(C(C)(C)C)nn(C)c2c(=O)[nH]1	22	-1	-0.4	5	-14	-21	0.0	-9	99	3
COc1ccccc1NS(=O)(=O)c1cccc(C(=O)N(C)Cc2cccs2)c1	-2	0	0.0	1	0	-2	0.5	-6	93	-3
Cc1nn(C)c(C(=O)Nc2ccc(S(=O)(=O)NC34CC5CC(CC(C5)C3)C4)cc2)c1Br	1	0	2.0	-9	-5	-19	1.9	·	87	-22
Cc1ccn2c(NC3CCCC3)c(-c3ccsc3)nc2c1	1	2	0.1	8	0	24	0.4	-16	99	5
Cn1c2ccccc2c(=O)c2c(=O)n(Cc3ccco3)c(-c3ccc(F)cc3)nc21	10	3	0.2	3	-1	-9	-0.7	-5	98	0
